# Source: PubChem (several laboratories)
# Yp Topo-I inh = inhibitors of Yersinia pestis topoisomerase I. 360,000 compounds, 0.064% hits. Y. pestis Topo-I cleavage product accumulation, plate reader. activity, % at 10 µM; in the data active = activity above about 50%, passing the limit was not always enough; inconclusive = no clear call, values can overlap the other calls; also: inactives centre near 2
# TcdB GH inh = inhibitors of Clostridioides difficile toxin B glycohydrolase; TcdB glycohydrolase enzymatic assay, plate reader; P18177; AID 652162; 350,000 compounds, 0.24% hits; inhibition, % at 9.99 µM; in the data active = inhibition above about 10%
# Target sequence (P18177 whole entry, looked up): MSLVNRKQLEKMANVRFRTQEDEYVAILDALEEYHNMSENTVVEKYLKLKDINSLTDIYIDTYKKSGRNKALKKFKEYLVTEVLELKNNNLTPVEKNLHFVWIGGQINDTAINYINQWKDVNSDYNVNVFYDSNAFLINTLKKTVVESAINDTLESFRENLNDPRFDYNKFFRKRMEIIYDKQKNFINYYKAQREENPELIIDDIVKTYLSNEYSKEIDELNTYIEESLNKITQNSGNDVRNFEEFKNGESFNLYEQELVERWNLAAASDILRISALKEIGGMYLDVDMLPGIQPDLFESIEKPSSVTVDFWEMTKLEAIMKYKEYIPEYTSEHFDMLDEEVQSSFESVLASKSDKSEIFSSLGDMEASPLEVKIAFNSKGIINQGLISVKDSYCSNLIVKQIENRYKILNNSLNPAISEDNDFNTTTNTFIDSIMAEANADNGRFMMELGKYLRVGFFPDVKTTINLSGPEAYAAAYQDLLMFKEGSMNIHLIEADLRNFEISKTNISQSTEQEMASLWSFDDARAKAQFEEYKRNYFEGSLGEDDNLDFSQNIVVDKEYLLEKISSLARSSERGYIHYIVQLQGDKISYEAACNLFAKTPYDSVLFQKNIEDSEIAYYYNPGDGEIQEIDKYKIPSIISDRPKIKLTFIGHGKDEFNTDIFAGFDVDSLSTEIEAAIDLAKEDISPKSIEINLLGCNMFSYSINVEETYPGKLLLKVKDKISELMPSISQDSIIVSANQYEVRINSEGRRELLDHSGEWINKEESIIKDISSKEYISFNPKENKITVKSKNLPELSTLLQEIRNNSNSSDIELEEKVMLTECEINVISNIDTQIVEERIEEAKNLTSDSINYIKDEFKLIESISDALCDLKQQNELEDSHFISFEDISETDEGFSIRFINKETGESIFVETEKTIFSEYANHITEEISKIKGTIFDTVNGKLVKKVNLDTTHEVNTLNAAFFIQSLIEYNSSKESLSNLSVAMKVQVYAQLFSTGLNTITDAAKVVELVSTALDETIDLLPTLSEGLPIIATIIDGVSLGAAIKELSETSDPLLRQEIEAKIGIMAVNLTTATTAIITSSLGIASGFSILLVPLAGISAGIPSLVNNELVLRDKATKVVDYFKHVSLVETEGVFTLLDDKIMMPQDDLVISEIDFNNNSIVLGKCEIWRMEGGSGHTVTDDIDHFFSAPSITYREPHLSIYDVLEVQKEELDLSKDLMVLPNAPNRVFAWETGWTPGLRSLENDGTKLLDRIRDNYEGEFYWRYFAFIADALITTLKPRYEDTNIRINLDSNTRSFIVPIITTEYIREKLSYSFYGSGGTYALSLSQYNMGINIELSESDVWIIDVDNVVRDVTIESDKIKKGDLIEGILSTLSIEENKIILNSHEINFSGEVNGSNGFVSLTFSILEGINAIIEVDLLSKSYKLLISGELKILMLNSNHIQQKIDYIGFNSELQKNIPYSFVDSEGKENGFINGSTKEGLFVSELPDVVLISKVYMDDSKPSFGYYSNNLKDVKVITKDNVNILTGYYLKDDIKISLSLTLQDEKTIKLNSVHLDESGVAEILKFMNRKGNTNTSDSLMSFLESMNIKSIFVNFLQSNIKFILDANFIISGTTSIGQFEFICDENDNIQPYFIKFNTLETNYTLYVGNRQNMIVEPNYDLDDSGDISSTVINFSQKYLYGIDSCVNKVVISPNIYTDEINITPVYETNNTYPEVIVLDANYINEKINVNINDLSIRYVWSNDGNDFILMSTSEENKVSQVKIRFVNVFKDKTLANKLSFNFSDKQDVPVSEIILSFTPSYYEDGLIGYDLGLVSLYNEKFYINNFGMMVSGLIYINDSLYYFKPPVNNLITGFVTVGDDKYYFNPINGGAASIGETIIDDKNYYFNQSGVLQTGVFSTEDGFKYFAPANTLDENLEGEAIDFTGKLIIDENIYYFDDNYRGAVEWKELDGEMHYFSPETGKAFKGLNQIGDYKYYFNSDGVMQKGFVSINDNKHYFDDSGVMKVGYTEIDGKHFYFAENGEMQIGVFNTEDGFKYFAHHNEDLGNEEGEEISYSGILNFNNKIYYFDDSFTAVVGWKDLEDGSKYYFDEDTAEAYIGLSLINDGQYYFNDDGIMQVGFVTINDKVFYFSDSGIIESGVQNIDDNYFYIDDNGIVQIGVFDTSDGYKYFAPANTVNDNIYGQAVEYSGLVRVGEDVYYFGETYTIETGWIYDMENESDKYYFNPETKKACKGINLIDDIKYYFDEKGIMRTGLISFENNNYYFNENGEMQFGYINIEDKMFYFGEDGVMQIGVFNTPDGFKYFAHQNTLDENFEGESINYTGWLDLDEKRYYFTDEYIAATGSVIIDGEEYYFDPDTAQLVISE
# BioA inh = BioA (M. tuberculosis) enzyme inhibition. purified M. tuberculosis BioA enzyme, plate reader. inhibition, % at 9.99 µM. 360,000 compounds, 0.096% hits. AID 602481; in the data active = inhibition above about 40%; inconclusive = no clear call, values can overlap the other calls
# FadD28 FP inh = M. tuberculosis FadD28 bisubstrate binding inhibition. FadD28 bisubstrate probe binding, fluorescence polarization. inhibition, % at 12.5 µM. 360,000 compounds, 0.22% hits; in the data active = inhibition above about 8.5%, passing the limit was not always enough; inconclusive = no clear call, values can overlap the other calls
# Mtb FBA inh = inhibitors of M. tuberculosis fructose-bisphosphate aldolase. P9WQA3. purified M. tuberculosis FBA, fluorescence read-out. inhibition, % at 1 µM. 360,000 compounds, 2.3% hits. AID 588726; in the data active = inhibition above about 27%;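 also: 0% = vehicle and 100% = reference inhibitor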
# Vc quorum ag = quorum light induction in luxS cqsA deficient V. cholerae. AID 588436. V. cholerae BH1578 lux reporter, luminescence, 6 h. 350,000 compounds, 0.16% hits. activation, % at 18.7 µM; in the data active = activation mostly above about 9.7%, no sharp cut-off; inconclusive = no clear call, values can overlap the other calls; inactive = mostly below about 3.7%; also: not every result past the cut was called active; inactives centre near 0; reference of the scale not given here
# GDH-TPI inh = GDH-TPI coupled enzyme inhibition counter-screen. inhibition, % at 4.8 µM. 360,000 compounds, 1.2% hits. AID 588335. GDH-TPI coupled enzyme counterscreen, NADH absorbance; in the data active = inhibition above about 30%;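 also: 0% = DMSO wells and 100% = wells lacking the enzyme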
# Mtb UGM inh = inhibitors of M. tuberculosis UDP-galactopyranose mutase; P9WIQ1; purified UGM, fluorescence polarization probe displacement; 320,000 compounds, 0.06% hits; inhibition, % at 10 µM; in the data active = inhibition above about 10%, passing the limit was not always enough; inconclusive = no clear call, values can overlap the other calls
# PfHsp40 yeast = rescue of PfHsp40-mediated yeast toxicity. S. cerevisiae expressing PfHsp40, growth rescue, ATP luminescence. growth rescue, % at 12.5 µM. 340,000 compounds, 0.68% hits; in the data active = growth rescue above about 28%, passing the limit was not always enough; inconclusive = no clear call, values can overlap the other calls;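 also: yeast W303a lacking pdr1 and pdr3 grown in galactose medium; growth measured after three days at 30 °C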
# * = called active by the depositor; i = inactive; ? = inconclusive; · = no result given; + = active, no number.
# Preview, five compounds:
SMILES,Yp Topo-I inh,TcdB GH inh,BioA inh,FadD28 FP inh,Mtb FBA inh,Vc quorum ag,GDH-TPI inh,Mtb UGM inh,PfHsp40 yeast
COc1ccc(C)cc1NC(=O)C(OC(=O)c1cc(C)oc1C)c1ccccc1 (stereo not drawn),29,·,-2.0,-3.8,-2,-2.7,-3,0.0,1.1
COc1ccc(C(N)=O)cc1N,-7,2.2,-0.6,-3.0,3,-0.1,-8,-1.8,0.1
COc1ccccc1CNC(=O)CCCn1nc(C)c2c(C)n(-c3ccc(C)cc3)nc2c1=O,4,2.7,11,-2.6,2,-5.1,0,-1.5,1.8
Cc1ccc(-c2nn(-c3cc(Cl)ccc3[N+](=O)[O-])c(=O)c3ccccc23)cc1,-2,4.8,-12,-0.9,3,2.6,6,-1.5,0.1
O=C(O)c1ccc(Br)c(S(=O)(=O)N2CCCC2)c1,0,0.6,-1.5,-0.6,1,-0.6,9,1.1,-0.7

# The whole of this part, repeating the preview:
SMILES,Yp Topo-I inh,TcdB GH inh,BioA inh,FadD28 FP inh,Mtb FBA inh,Vc quorum ag,GDH-TPI inh,Mtb UGM inh,PfHsp40 yeast
COc1ccc(C)cc1NC(=O)C(OC(=O)c1cc(C)oc1C)c1ccccc1 (stereo not drawn),29,·,-2.0,-3.8,-2,-2.7,-3,0.0,1.1
COc1ccc(C(N)=O)cc1N,-7,2.2,-0.6,-3.0,3,-0.1,-8,-1.8,0.1
COc1ccccc1CNC(=O)CCCn1nc(C)c2c(C)n(-c3ccc(C)cc3)nc2c1=O,4,2.7,11,-2.6,2,-5.1,0,-1.5,1.8
Cc1ccc(-c2nn(-c3cc(Cl)ccc3[N+](=O)[O-])c(=O)c3ccccc23)cc1,-2,4.8,-12,-0.9,3,2.6,6,-1.5,0.1
O=C(O)c1ccc(Br)c(S(=O)(=O)N2CCCC2)c1,0,0.6,-1.5,-0.6,1,-0.6,9,1.1,-0.7
O=C(c1ccc(-c2nnc(Nc3ccccc3)c3ccccc23)cc1)N1C[C@H]2C[C@H](C1)c1cccc(=O)n1C2,11,·,7.0,-3.2,-1,i,6,1.6,-1.8
CN(CC(=O)Nc1ccc(F)cc1)C(=O)CCc1ccccc1,4,-1.2,-1.8,-1.7,-2,-0.5,0,-0.4,0.0
Cc1nnc(SCc2ccc(F)cc2)s1,8,·,0.2,-2.3,3,·,2,1.0,0.3
O=C(CCC(=O)c1cccs1)OCc1ccc([N+](=O)[O-])cc1,6,-0.4,-0.7,-0.2,0,-2.0,2,-1.3,0.0
Cc1cccc(-n2ncc3c(Nc4ccc(F)cc4)ncnc32)c1,-5,1.2,0.9,-3.8,-2,-0.3,7,-1.8,-0.3
Cc1ccc(NC(=O)OC(C)N2CCCCC2)cc1NC(=O)OC(C)N1CCCCC1 (stereo not drawn),0,11*,-1.8,-1.5,1,1.0,10,·,1.7
N#C/C(=C\c1ccc(O)c(Br)c1)C(=O)N1CCCCC1,10,-0.1,1.0,-2.3,0,-0.4,16,-0.6,-1.2
COc1ccc(NC(=O)C(NC(=O)OC(C)(C)C)C(C)OCc2ccccc2)cc1 (stereo not drawn),3,·,-2.2,-2.5,2,i,-4,-0.9,-0.5
CC(C)C(=O)Nc1cccc(C(=O)OCC(=O)c2ccc(Cl)cc2Cl)c1,2,·,-1.3,-4.8,-1,-0.7,20,-0.1,-0.5
COc1ccc(S(=O)(=O)NC(CC(=O)NCCc2ccc(OC)c(OC)c2)C(C)C)cc1 (stereo not drawn),-4,0.9,·,-4.7,0,3.6,13,-2.0,0.2
CCOC(=O)/C(C#N)=C/c1cn(CCC(=O)O)nc1-c1cccc(Br)c1,5,-0.4,·,-1.3,-3,-0.1,7,2.5,-1.2
CC(C)Cn1c(=O)n(C)c(=O)c2[nH]cnc21,3,0.6,-1.3,-1.4,-1,-3.0,7,-3.2,37*
N#Cc1cnn(-c2ncnc3sc4c(c23)CCCC4)c1N,4,·,3.4,-0.6,1,i,2,-2.5,-0.9
CCN(CC(=O)NCc1ccc(Cl)cc1)C(=O)/C=C/c1ccccc1,11,0.7,-1.9,-3.5,0,i,-2,-5.3,0.7
CCOc1ccc(CCNC(=O)C2CCCN2C(=O)OCc2ccccc2)cc1OCC (stereo not drawn),7,1.3,·,-1.1,4,i,9,0.6,0.1
CC(C)OCCCNC(=O)c1c(N)n(/N=C/c2cccs2)c2nc3ccccc3nc12,6,·,-0.4,-0.4,9,-0.3,20,-0.6,-0.1
COc1ccc(Br)cc1CNC(=O)Nc1cccs1,-10,·,-1.7,-2.7,2,-0.7,16,2.8,1.3
CCn1nc(C(C)C)cc1C(=O)N1CCCC(CO)(Cc2ccc(F)cc2F)C1 (stereo not drawn),24,-0.7,-1.1,-0.6,4,-0.3,-8,3.7,0.7
CN1C(=O)C(=Cc2ccccc2OCc2ccc(C(=O)O)cc2)C(=O)N(C)C1=O,-12,-0.9,0.5,-2.4,-8,-0.2,-9,2.7,-1.3
CCOc1ccc(NC(=S)NCc2cccnc2)cc1,-4,-0.3,-0.4,-1.2,3,-0.8,9,0.0,-0.5
CC(C)CC(=O)/C(=C/c1ccc(N(C)C)cc1)n1cncn1,-3,-0.2,1.6,-0.1,-13,-0.1,12,-1.0,-1.2
Cc1cccc2cc(C#N)c(NCCCn3ccnc3)nc12,14,·,0.0,-4.6,39*,i,-3,-0.5,-0.6
CCCNS(=O)(=O)c1cccc(C(=O)NC2CCCc3ccccc32)c1 (stereo not drawn),-7,·,-2.8,0.5,1,-6.2,-4,-5.8,1.2
Fc1ccc(-c2ccc(CNCc3ccccn3)o2)cc1,-7,0.2,12,-1.6,-2,-0.7,-6,-1.2,-0.2
CCC(=O)Nc1nnc(S(=O)(=O)N(C)Cc2ccco2)s1,8,0.2,2.1,0.6,-1,i,6,-0.3,-0.3
Brc1ccccc1-n1nnc(-c2nccs2)n1,3,1.0,-0.1,-6.1,6,i,12,1.6,-0.4
O=C(NCC(c1cccnc1)N1CCN(c2ccccc2)CC1)C1CCCCC1 (stereo not drawn),7,·,·,-2.1,2,1.6,2,2.7,?
COc1ccc(C(=O)OCC(=O)NC2CC2)cc1[N+](=O)[O-],6,0.4,·,-3.9,-4,i,3,-5.6,-0.4
CCCn1nc(NS(=O)(=O)c2cccc3nonc23)c2cc3ccccc3nc21,2,3.4,-1.3,4.3,-4,-0.1,6,2.4,0.8
Cc1oc2ccc(O)cc2c1C(=O)c1ccccc1,5,0.8,1.0,-4.1,1,-1.0,4,0.5,2.6
Cc1cc(N/N=C/c2ccccc2O)nc(-c2ccccc2O)n1,0,·,·,-3.6,1,-0.2,-4,1.3,1.3
O=c1cc(-c2ccccc2)nc(N2CCCCC2)[nH]1,4,·,-0.6,-4.0,0,-0.3,22,-0.5,-0.1
COc1ccc(/C=C(\C#N)C(=O)c2c(C)[nH]c3ccccc23)cc1OC,-7,·,5.1,-3.5,-3,i,5,3.6,0.9
Nc1ncnc(Oc2cccc3cccnc23)c1[N+](=O)[O-],2,2.8,·,-0.8,-2,-1.4,-2,0.7,-0.1
Cc1cc(=O)oc(C)c1C(=O)NC1CC(C)(C)NC(C)(C)C1,6,·,-0.4,0.7,0,0.6,5,5.2,-2.4
CCCS(=O)(=O)c1cn2cccc(N)c2c1S(=O)(=O)CCC,-2,·,-3.2,0.7,5,-0.6,20,2.4,-0.9
COc1ccccc1CNC(=O)CCn1c(=O)oc2ccccc21,5,1.0,0.8,-1.0,-1,i,7,0.6,1.3
COc1ccc(/C=C/c2cc(C(F)(F)F)[nH]c(=O)n2)cc1OC,4,-2.0,·,0.5,13,0.2,22,?,-2.8
CCn1c(CCc2ccccc2)nnc1SCC(N)=O,6,1.4,1.2,0.6,-2,-0.2,-2,2.3,-0.2
NC1=NC(c2ccc(Cl)cc2)n2c(nc3ccccc32)N1 (stereo not drawn),10,·,7.3,-6.3,0,2.8,-6,0.2,0.1
CCOc1ccccc1NS(=O)(=O)c1csc(C(N)=O)c1,6,1.6,-1.1,-3.3,2,i,-6,0.3,-0.3
COc1ccc(C(=O)OCn2nnc3ccccc3c2=O)cc1OC,-4,·,-1.6,0.5,5,i,9,-1.7,1.0
O=C(NCc1ccccc1)c1cncc(Br)c1,-1,2.1,1.4,-1.4,1,-0.1,9,-1.9,18
O=C(c1ccccc1F)N1CCCc2ccccc21,6,0.2,0.7,-3.5,0,i,-4,-1.2,-0.4
CC(C)c1cc(C(C)C)n2nc(N)nc2n1,-9,-0.1,-2.0,-2.6,18,0.4,6,-0.7,-0.3
COc1c2c(cc3oc(=O)ccc13)OC(C)(C)C=C2,-6,0.2,1.9,-0.6,24,-0.6,27,-2.6,0.2
Cc1ccc2c(c1)c1c(n2CC(O)CNC(CO)(CO)CO)CCCC1 (stereo not drawn),-23,-1.3,0.0,-1.8,10,-0.5,0,0.3,-1.0
Cn1c(=O)oc2cc(S(=O)(=O)NCCC(=O)N3CCN(c4ccccc4F)CC3)ccc21,4,0.6,5.2,-0.7,1,i,-3,-1.6,1.4
CCOC(=O)c1c(NC(=O)CSc2nnnn2C)sc(CC)c1C,7,·,2.8,0.0,0,i,11,-1.6,1.1
COC(=O)c1c(-c2ccc(F)cc2)noc1N,-6,2.2,-1.8,-3.7,-1,-2.5,-1,-0.1,-1.6
Cc1ccccc1Cn1c(NC2CCCC2)nc2c1c(=O)[nH]c(=O)n2C,-7,-0.1,1.3,-3.9,0,-0.2,-4,0.2,1.2
COCCNC(=O)CN(c1cc(C(F)(F)F)ccc1Cl)S(C)(=O)=O,5,·,-0.5,-0.5,1,-0.7,14,1.2,-0.2
COc1ccc(-c2nc(C#N)c(N3CCCCCC3)o2)cc1OC,1,1.9,·,2.0,+,1.7,31*,-0.3,24
Cc1ccc(C)c(-n2c(C)cc(/C=N/NC(=O)c3c(C)nc4cc(C)ccn34)c2C)c1,-2,·,-2.2,-1.8,2,-0.4,39*,-3.3,-0.3
COc1ccc(/C=N/n2c(COc3ccccc3)n[nH]c2=S)cc1OC,4,3.4,-0.2,-0.6,3,-0.6,6,-0.5,-0.9

# (continued)
SMILES,Yp Topo-I inh,TcdB GH inh,BioA inh,FadD28 FP inh,Mtb FBA inh,Vc quorum ag,GDH-TPI inh,Mtb UGM inh,PfHsp40 yeast
CCc1ccc2oc(C(=O)NC3CCS(=O)(=O)C3)cc(=O)c2c1 (stereo not drawn),-1,-0.5,4.0,0.6,-2,0.3,-1,-1.1,-0.2
O=C(Cc1ccccc1)N1CCN(Cc2ccc(F)cc2)CC1,8,2.5,3.0,-2.5,-3,-0.6,-14,0.3,0.2
Cc1cccc(NC(=O)N2CCN(Cc3ccc(Cl)cc3)CC2)c1,8,0.3,·,-3.0,1,i,7,1.5,-0.4
Cc1cc(C)c(NC(=O)CN(C)C(=O)CNC(=O)c2cccs2)c(C)c1,-3,-1.7,-6.7,-1.5,0,i,5,-3.9,0.5
O=C(CN1C(=O)c2ccccc2C1=O)Nc1ccccc1C(=O)NC1CCCCCC1,-15,-3.6,-3.5,0.2,-1,·,1,3.9,0.0
CSc1ccccc1OCc1cc(C(=O)NC2CCc3ccccc32)no1 (stereo not drawn),-4,4.1,-6.5,0.7,5,-5.9,27,0.9,0.5
Cc1ccc(S(=O)(=O)Cn2nnnc2CN2CCCC3(CCCCC3)C2)cc1,6,·,·,-3.0,-2,-1.8,9,-1.0,4.0
Nc1nc2c(c(=O)[nH]1)C(c1ccccc1)C1=C(N2)c2ccccc2C1=O (stereo not drawn),-10,0.4,-2.4,2.0,-2,i,15,1.4,-0.3
Cc1c(N)cc(S(=O)(=O)O)cc1NC(=O)c1cccc([N+](=O)[O-])c1,-2,2.0,-1.3,1.6,2,0.1,11,·,-0.2
COc1ccc(CN2CCN(S(=O)(=O)c3ccccc3)CC2)c(OC)c1OC,-1,2.4,·,-1.5,0,-0.5,6,-0.4,0.8
C/C(=N\NC(=O)c1ccc(Br)o1)c1cc2c(cc1NC(=O)CCC(=O)O)OCO2,-1,1.4,0.8,-2.5,1,-0.3,13,-2.5,2.0
